# FadD28 FP inh = M. tuberculosis FadD28 bisubstrate binding inhibition; hit rate 0.22% among 360,000; FadD28 bisubstrate probe binding, fluorescence polarization; inhibition, % at 12.5 µM; in the data active = inhibition above about 8.5%, passing the limit was not always enough
# FBA Mtb inh = Mtb fructose-bisphosphate aldolase inhibition; purified M. tuberculosis FBA, fluorescence read-out; inhibition, % at 1 µM; hit rate 2.3% among 360,000; in the data active = inhibition above about 27%;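 note: 0% = vehicle and 100% = reference inhibitor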
# Mtb BioA inh = inhibitors of Mycobacterium tuberculosis BioA enzyme. purified M. tuberculosis BioA enzyme, plate reader. hit rate 0.096% among 360,000. inhibition, % at 9.99 µM; in the data active = inhibition above about 40%
# GDH-TPI inh = inhibits GDH-TPI coupling enzymes, artifact for Mtb FBA screen; GDH-TPI coupled enzyme counterscreen, NADH absorbance; inhibition, % at 4.8 µM; hit rate 1.2% among 360,000; in the data active = inhibition above about 30%;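 note: 0% = DMSO wells and 100% = wells lacking the enzyme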
# Mtb UGM inh = Mtb UDP-galactopyranose mutase inhibition; P9WIQ1; purified UGM, fluorescence polarization probe displacement; inhibition, % at 10 µM; hit rate 0.06% among 320,000; AID 504406; in the data active = inhibition above about 10%, passing the limit was not always enough
# BH1578 lux ind = induces V. cholerae light production without autoinducers | V. cholerae BH1578 lux reporter, luminescence, 6 h | activation, % at 18.7 µM | hit rate 0.16% among 350,000; in the data active = activation mostly above about 9.7%, no sharp cut-off; note: not every result past the cut was called active; inactives centre near 0; reference of the scale not given here
# PfHsp40 yeast = compounds rescuing yeast from Plasmodium falciparum HSP40 toxicity | AID 504582 | S. cerevisiae expressing PfHsp40, growth rescue, ATP luminescence | hit rate 0.68% among 340,000 | growth rescue, % at 12.5 µM; in the data active = growth rescue above about 28%, passing the limit was not always enough;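 note: yeast W303a lacking pdr1 and pdr3 grown in galactose medium; growth measured after three days at 30 °C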
# Yp Topo-I inh = blocks Yersinia pestis topoisomerase I activity. activity, % at 10 µM. AID 504884. hit rate 0.064% among 360,000. Y. pestis Topo-I cleavage product accumulation, plate reader; in the data active = activity above about 50%, passing the limit was not always enough; note: inactives centre near 2
# TcdB inh = blocks C. difficile toxin B glycohydrolase activity | hit rate 0.24% among 350,000 | AID 652162 | inhibition, % at 9.99 µM | TcdB glycohydrolase enzymatic assay, plate reader; in the data active = inhibition above about 10%
# Target sequence (P18177 whole entry, looked up): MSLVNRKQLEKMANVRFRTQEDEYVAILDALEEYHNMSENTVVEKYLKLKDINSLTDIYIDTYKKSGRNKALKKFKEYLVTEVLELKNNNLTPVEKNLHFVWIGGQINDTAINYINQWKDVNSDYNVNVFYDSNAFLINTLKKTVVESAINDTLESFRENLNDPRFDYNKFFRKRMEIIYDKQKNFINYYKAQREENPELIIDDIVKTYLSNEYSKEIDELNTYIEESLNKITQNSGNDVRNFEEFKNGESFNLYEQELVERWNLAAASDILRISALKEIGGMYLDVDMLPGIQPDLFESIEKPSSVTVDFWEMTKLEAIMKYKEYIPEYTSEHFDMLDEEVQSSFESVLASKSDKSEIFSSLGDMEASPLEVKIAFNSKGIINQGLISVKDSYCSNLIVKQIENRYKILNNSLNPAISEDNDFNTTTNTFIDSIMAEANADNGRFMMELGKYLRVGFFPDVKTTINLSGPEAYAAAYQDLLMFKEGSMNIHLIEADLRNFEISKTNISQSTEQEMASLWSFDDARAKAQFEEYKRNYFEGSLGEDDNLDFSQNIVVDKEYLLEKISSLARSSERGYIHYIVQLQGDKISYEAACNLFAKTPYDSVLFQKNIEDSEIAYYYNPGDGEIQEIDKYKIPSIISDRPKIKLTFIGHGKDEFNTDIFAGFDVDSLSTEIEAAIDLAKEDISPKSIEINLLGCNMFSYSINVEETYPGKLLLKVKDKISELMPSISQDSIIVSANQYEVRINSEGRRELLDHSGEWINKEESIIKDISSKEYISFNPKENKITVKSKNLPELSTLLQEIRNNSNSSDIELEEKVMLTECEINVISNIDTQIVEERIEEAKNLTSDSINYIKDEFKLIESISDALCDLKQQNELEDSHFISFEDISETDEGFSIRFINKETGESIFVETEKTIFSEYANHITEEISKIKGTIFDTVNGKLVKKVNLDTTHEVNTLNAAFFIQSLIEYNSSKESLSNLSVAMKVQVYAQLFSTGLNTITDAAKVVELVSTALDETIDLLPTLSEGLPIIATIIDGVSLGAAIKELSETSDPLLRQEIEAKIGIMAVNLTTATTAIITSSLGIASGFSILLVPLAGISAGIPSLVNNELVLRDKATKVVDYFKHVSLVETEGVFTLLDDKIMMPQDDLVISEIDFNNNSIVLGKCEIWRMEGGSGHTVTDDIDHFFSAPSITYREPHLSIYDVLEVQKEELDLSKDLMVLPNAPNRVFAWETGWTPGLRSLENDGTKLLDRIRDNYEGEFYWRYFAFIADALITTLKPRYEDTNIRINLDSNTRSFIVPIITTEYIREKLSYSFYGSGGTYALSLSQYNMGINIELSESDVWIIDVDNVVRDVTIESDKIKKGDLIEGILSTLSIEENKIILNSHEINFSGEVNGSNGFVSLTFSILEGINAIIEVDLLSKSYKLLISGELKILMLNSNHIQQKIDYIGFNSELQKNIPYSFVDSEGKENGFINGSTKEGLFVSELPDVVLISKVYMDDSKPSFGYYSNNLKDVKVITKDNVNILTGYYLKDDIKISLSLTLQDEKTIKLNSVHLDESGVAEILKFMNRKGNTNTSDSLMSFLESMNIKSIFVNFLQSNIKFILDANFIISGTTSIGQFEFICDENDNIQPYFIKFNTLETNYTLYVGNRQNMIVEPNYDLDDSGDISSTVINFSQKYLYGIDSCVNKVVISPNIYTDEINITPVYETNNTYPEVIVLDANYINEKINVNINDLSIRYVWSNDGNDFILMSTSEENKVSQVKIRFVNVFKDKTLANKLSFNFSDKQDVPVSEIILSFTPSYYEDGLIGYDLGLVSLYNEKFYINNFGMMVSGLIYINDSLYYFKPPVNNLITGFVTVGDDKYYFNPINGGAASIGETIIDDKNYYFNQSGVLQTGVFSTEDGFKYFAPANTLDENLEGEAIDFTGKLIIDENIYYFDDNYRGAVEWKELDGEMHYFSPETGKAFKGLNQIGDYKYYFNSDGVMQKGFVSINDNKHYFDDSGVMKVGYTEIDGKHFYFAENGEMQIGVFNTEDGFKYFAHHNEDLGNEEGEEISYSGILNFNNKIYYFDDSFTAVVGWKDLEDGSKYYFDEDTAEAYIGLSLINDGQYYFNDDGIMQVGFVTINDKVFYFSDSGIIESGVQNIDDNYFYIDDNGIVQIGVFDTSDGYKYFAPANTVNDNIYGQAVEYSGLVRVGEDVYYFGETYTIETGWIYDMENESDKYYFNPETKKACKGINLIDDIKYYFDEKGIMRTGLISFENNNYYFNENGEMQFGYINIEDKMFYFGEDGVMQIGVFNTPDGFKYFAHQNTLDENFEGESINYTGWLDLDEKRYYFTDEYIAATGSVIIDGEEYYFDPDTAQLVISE
# Numbers without * were called inactive; i = inactive; · = no result given. This is a random part of the collection. About 4.6% of those tested had a hit in this group.
SMILES,FadD28 FP inh,FBA Mtb inh,Mtb BioA inh,GDH-TPI inh,Mtb UGM inh,BH1578 lux ind,PfHsp40 yeast,Yp Topo-I inh,TcdB inh
O=C(N/N=C/c1cc(Br)cc([N+](=O)[O-])c1O)c1ccc(NC(=O)c2ccc(F)cc2)cc1,-0.5,2,1.0,5,0.3,-0.1,-0.4,-6,-1.4
CCN(CCCNC(=O)c1nn(C)c2c1CS(=O)(=O)c1ccccc1-2)Cc1ccccc1,1.0,1,-2.1,8,-1.2,i,0.5,3,-3.9
C=CCOc1cccc(C2C(C(=O)c3ccco3)=C(O)C(=O)N2CCN(CC)CC)c1 (configuration not stated),-3.4,-6,-0.6,7,0.3,5.0,-2.5,-1,·
CCOc1cc(C(=O)OCc2cccc(OC)c2OC)ccc1OCC(=O)N1CCOCC1,-2.6,6,1.4,-2,-4.0,i,-1.3,25,0.0
COc1ccc(NC(=O)c2cc(-c3ccccn3)nc3c(C)cc(C)cc23)c(C)c1,0.7,1,-0.5,20,0.6,-1.4,0.2,-11,1.3
Cc1ccc(NC(=S)N(Cc2cccs2)Cc2cc3cc(C)ccc3[nH]c2=O)cc1,-5.8,1,·,5,1.3,-0.3,-0.9,16,0.2
COc1ccc(NC(=O)[C@H](C)NS(=O)(=O)c2ccc(NC(C)=O)cc2)cc1Cl,-3.6,0,-1.9,-12,·,-0.3,·,-13,-0.5
O=C(CNC(=O)c1cccs1)NCC(=O)OCc1c(F)cccc1Cl,-1.5,-1,·,-3,1.5,0.0,-1.0,6,0.6
S=C1NC[C@H](CC2CCCCC2)N1CCc1cccc2ccccc12,-1.5,0,-1.2,2,1.5,-0.6,3.8,37,0.5
c1ccc2c(c1)nc1n2C2(N3CCOCC3)CCCC2C1N1CCOCC1 (configuration not stated),-1.8,2,-0.8,0,·,3.0,-2.2,6,·
CCC1C(=O)NCCN1C(=O)c1ccc2nc(Cc3cccc(Cl)c3)oc2c1 (configuration not stated),-0.3,-1,1.8,-5,-1.0,i,0.4,13,0.6
COC(=O)c1ccc(NC(=O)CCCN2C(=O)NC(C)(C)C2=O)cc1,-1.3,3,-2.9,1,·,-1.4,-1.3,0,0.9
COc1ccc(CN2CC(C(=O)NCCN3CCOCC3)CC2=O)cc1 (configuration not stated),-1.6,10,-1.4,3,0.8,·,21,-3,·
CC(=O)c1ccc(NC2OC(CO)C(O)C(O)C2O)cc1 (configuration not stated),-2.7,-4,0.9,22,0.9,-0.6,-2.5,-2,·
CC[n+]1c(/C=C(\C)Nc2ccccc2)sc2ccccc21,0.9,1,·,31*,1.5,-0.3,1.2,-8,·
CC(=O)N1CCN(S(=O)(=O)c2cccc(C(=O)Nc3ccc(OC(F)F)cc3)c2)CC1,-2.2,-1,1.5,-2,-1.8,-0.5,-1.5,-1,0.0
CC(C)NC(=O)c1cc(-n2cnnc2)ccc1Cl,-1.3,1,0.1,5,-0.9,-0.8,-1.4,0,·
CCCN1CCO[C@@H]2c3cc(O)ccc3OC[C@H]21,-0.8,-1,1.2,5,-0.9,-3.6,0.4,2,1.0
O=C1C2C3C=CC(C3)C2C(=O)N1c1ncc([N+](=O)[O-])s1 (configuration not stated),0.5,0,-0.2,23,·,4.8,-1.1,9,1.3
O=C(N/N=C1/CCc2ccccc21)C1CC1,-2.6,-3,·,1,-2.4,-0.9,-0.9,-1,0.3
CCn1c(C)cc(/C=C2/NC(=O)N(c3ccccc3)C2=O)c1C,0.5,9,·,19,-0.8,-0.3,0.6,-4,-1.5
CN(C)S(=O)(=O)c1ccc(S(=O)(=O)N2CCCC(C(=O)NC3CC3)C2)cc1 (configuration not stated),-4.1,0,-1.5,-8,1.2,-1.5,-1.3,-1,0.3
O=c1cc(-c2ccccc2Cl)oc2c(NS(=O)(=O)c3cccc4nsnc34)ccc(O)c12,-7.7,1,0.0,9,1.8,i,3.6,5,0.4
CC(=O)Nc1ccc(/C(C)=N/Nc2nc(Nc3cccc4ccccc34)nc(N3CCOCC3)n2)cc1,-4.4,-3,·,7,2.0,-0.4,2.2,10,·
C/C=C/C(=O)Nc1cccc(C2=NOC3(C2)C[C@H](C(N)=O)N(C(=O)/C=C/C)C3)c1 (some centres not stated),-1.0,0,-1.0,0,0.4,i,-0.2,4,1.6

# A portion taken from the entries so far, as a working copy:
SMILES,FadD28 FP inh,FBA Mtb inh,Mtb BioA inh,GDH-TPI inh,Mtb UGM inh,BH1578 lux ind,PfHsp40 yeast,Yp Topo-I inh,TcdB inh
O=c1cc(-c2ccccc2Cl)oc2c(NS(=O)(=O)c3cccc4nsnc34)ccc(O)c12,-7.7,1,0.0,9,1.8,i,3.6,5,0.4
CC(=O)Nc1ccc(/C(C)=N/Nc2nc(Nc3cccc4ccccc34)nc(N3CCOCC3)n2)cc1,-4.4,-3,·,7,2.0,-0.4,2.2,10,·
C/C=C/C(=O)Nc1cccc(C2=NOC3(C2)C[C@H](C(N)=O)N(C(=O)/C=C/C)C3)c1 (some centres not stated),-1.0,0,-1.0,0,0.4,i,-0.2,4,1.6

# Returning to the listing with the 3 entries that preceded the break.
SMILES,FadD28 FP inh,FBA Mtb inh,Mtb BioA inh,GDH-TPI inh,Mtb UGM inh,BH1578 lux ind,PfHsp40 yeast,Yp Topo-I inh,TcdB inh
O=c1cc(-c2ccccc2Cl)oc2c(NS(=O)(=O)c3cccc4nsnc34)ccc(O)c12,-7.7,1,0.0,9,1.8,i,3.6,5,0.4
CC(=O)Nc1ccc(/C(C)=N/Nc2nc(Nc3cccc4ccccc34)nc(N3CCOCC3)n2)cc1,-4.4,-3,·,7,2.0,-0.4,2.2,10,·
C/C=C/C(=O)Nc1cccc(C2=NOC3(C2)C[C@H](C(N)=O)N(C(=O)/C=C/C)C3)c1 (some centres not stated),-1.0,0,-1.0,0,0.4,i,-0.2,4,1.6
Cc1ccc(NC(=O)c2ncn(CC(=O)N3CCN(c4ccccn4)CC3)n2)cc1C,-1.3,1,2.1,0,·,i,0.9,7,-0.3
C/C(CC1CC2=C(CC1(C)C)C(C)(C)CCC2)=N\NC(N)=S (configuration not stated),-2.9,-3,·,2,-1.0,i,-0.9,-2,·
CCCCC(=O)Nc1cccc(NC(=S)NC(=O)C(C)C)c1,-1.6,-1,1.1,-4,0.3,-1.8,-0.5,-7,1.3
CCOc1cc2[nH]c(=O)n(CCC(=O)NCc3ccc(OC)cc3)c(=O)c2cc1OCC,-2.0,2,·,7,0.3,-0.7,-1.2,-2,·
Cn1cnc([N+](=O)[O-])c1S(=O)(=O)Nc1ccccc1,-2.3,-3,-0.7,3,·,i,-0.8,-6,1.1
CSc1nc(NC(C)=O)nc(C)c1Cl,-2.5,0,0.9,-6,·,i,0.4,-2,·
CCCc1c(C(=O)N/N=C/C2CC=CCC2)nnn1-c1nonc1N (configuration not stated),-2.7,4,3.0,9,·,-0.3,·,-1,-0.2
NS(=O)(=O)c1ccc(CNC(=O)CCS(=O)(=O)Cc2ccccc2)cc1,0.1,2,-0.8,0,1.6,0.4,-0.8,-4,0.3
CC(C)NC(=O)COc1ccc(S(=O)(=O)N(C)Cc2ccccc2)cc1,-2.2,5,0.7,-10,1.1,0.1,0.1,0,1.2
O=C(c1ccccc1)N1CCN(c2ccc(Cl)cc2)CC1,-3.5,-2,3.0,-5,-0.3,i,1.0,10,0.4
O=C(COC(=O)c1ccc[n+]([O-])c1)Nc1ccc(Cl)cc1[N+](=O)[O-],-1.5,1,0.4,5,·,0.7,0.0,7,-2.4
COc1ccc(-c2c(C#Cc3ccsc3)c3cc(-c4ccc5c(c4)OCCO5)ccc3n2C)cc1,-0.7,19,-1.9,42*,0.8,-0.7,0.7,-4,1.2
CCC(C)Oc1ccc(C(=O)Nc2ccc(CN3CCOCC3)cc2)cc1 (configuration not stated),-1.5,0,1.1,1,0.9,0.8,0.9,-2,0.7
CCNC(=O)CCS(=O)(=O)c1ccc2ccccc2c1,-0.7,-1,-0.5,4,1.6,-0.7,-0.6,2,·
Cc1noc(C)c1-c1ccc(C(=O)NCc2ccccc2)c2occc12,-0.4,5,1.4,4,·,-0.5,·,17,-0.6
CCOC(=O)N1CCN(CC(=O)Nc2ccc([N+](=O)[O-])cc2C(=O)Nc2ccccc2F)CC1,-1.3,-5,·,8,-0.4,-1.1,-0.8,17,0.7
COc1ccc(S(=O)(=O)N2CCOCC2)cc1NC(=O)COc1ccccc1OC,-2.1,-2,6.1,-5,-1.2,-0.3,0.2,18,0.7
CC1(C)CC(=O)C2=C(C1)NC(=O)CC2c1ccc(F)cc1 (configuration not stated),-7.8,12,1.1,-2,0.3,30*,-0.9,13,·
Cc1ccc(CN2CCCOCCS2(=O)=O)cc1,-1.3,1,-1.4,7,-1.7,i,-0.2,3,0.8
COc1cc(C2C(C#N)=C(N)OC3=C2C(=O)CC(C)(C)C3)ccc1OC(=O)N1CCOCC1 (configuration not stated),-2.4,1,0.3,2,4.1,i,0.2,-5,1.2
CCC(=O)NC(c1ccc(N(C)C)cc1)c1c(O)ccc2ccccc12 (configuration not stated),-1.6,5,·,-2,1.4,0.8,0.4,3,-8.0
FC(F)(F)Oc1ccc(Nc2nc(N3CCOCC3)nc(N3CCOCC3)n2)cc1,-1.0,-2,0.1,1,-2.4,0.5,1.2,11,-0.3
CC(C)CC(=O)Nc1nnc(SCC(=O)NCc2ccc3c(c2)OCO3)s1,-3.2,-3,·,-7,-1.4,-3.1,-0.4,-5,2.0
CCn1cc(/C=N/N=C2\CCC3C4CCc5cc(O)ccc5C4CC[C@]23C)c(C)n1 (some centres not stated),-2.4,0,-3.6,18,4.6,-0.7,-1.1,-5,·
c1ccc(OCc2nn3c(-c4ccncc4)nnc3s2)cc1,-4.7,0,·,-7,-1.9,i,2.2,-4,·

# Next section:
SMILES,FadD28 FP inh,FBA Mtb inh,Mtb BioA inh,GDH-TPI inh,Mtb UGM inh,BH1578 lux ind,PfHsp40 yeast,Yp Topo-I inh,TcdB inh
CCc1nnc(NC(=O)C2Cc3ccccc3CN2S(=O)(=O)CC)s1 (configuration not stated),-3.9,4,-1.1,-11,2.3,-0.2,0.9,-10,1.0
COc1ccc(C(=O)CC(=O)C(=O)Nc2cccc(C(C)=O)c2)cc1,-1.1,2,-0.8,21,0.5,i,0.4,-6,-11
COc1ccc(/C=C/C(=O)NCC(=O)n2nc(C)cc2C)cc1,-0.5,2,-0.9,7,0.2,-0.7,·,-5,1.6
COc1ccc(/C=C2\SC(=S)N(CCCC(=O)NNC(=O)c3ccccc3O)C2=O)cc1,-3.0,-1,·,6,-0.9,-0.3,2.7,4,1.8
Cc1ccc(-n2ncc3c2CC(C)(C)CC3NC(=O)CN2CCCC2=O)cc1 (configuration not stated),-0.9,1,1.5,10,-2.0,-0.4,-0.5,-1,0.5
Cc1ccc(-c2nc(N)s[n+]2-c2ccccc2)cc1,-5.4,-1,·,-7,0.3,-0.4,-0.8,-4,2.1
O=C(Cc1ccc(Cl)cc1)Nc1ncc([N+](=O)[O-])s1,-1.9,-5,·,-10,·,-0.9,-1.2,1,1.8
O=C(NCc1ccco1)c1ccc([N+](=O)[O-])cc1Cl,-0.8,3,4.2,-7,-0.3,1.1,0.1,8,-0.1
Cc1cc(NC(=O)CCC(=O)N(Cc2ccco2)C2(C(=O)NC3CCCC3)CCC(C)CC2)no1 (configuration not stated),0.3,5,-3.9,2,-2.0,-0.9,0.9,14,2.3
Cc1cc(NC(=O)CCC(=O)N(Cc2ccco2)C2(C(=O)NC3CCCCC3)CCCC(C)C2)no1 (configuration not stated),-0.3,-1,1.7,-5,-1.4,-0.4,0.9,36,1.4
COc1cccc(-c2nc(NC3CCCC3)c3ccccc3n2)c1O,-0.7,-1,-2.2,3,-0.5,i,8.8,2,0.1
CC1=NN(C(=O)CCCc2ccccc2)C(O)(C(F)(F)F)C1 (configuration not stated),-0.8,-1,·,2,0.8,-0.1,-0.4,0,0.3
CCOc1ccc2oc(C(=O)N3CCCN(C)CC3)c(C)c2c1,-2.0,0,0.2,-7,-1.8,0.6,-1.9,1,-1.1
Cc1ccc(C(=O)N/C(=C\c2ccc(C(C)C)cc2)C(=O)NCCCN2CCOCC2)cc1,-1.2,0,0.0,7,-1.8,-0.4,0.7,-4,·
CN(CC(O)COc1ccccc1F)C1CCCCC1 (configuration not stated),-0.1,0,·,-1,1.0,1.2,0.2,-1,1.8
O=C(Cn1ncc2c3ccccc3n(Cc3ccccc3)c2c1=O)NCCCN1CCOCC1,1.2,7,-1.8,9,-0.4,i,-0.9,-5,-2.4
CC(Oc1ccc(Cl)cc1Cl)C(=O)Nn1cnnc1 (configuration not stated),-4.2,-6,-0.4,-7,3.9,-0.5,0.5,-5,·
